# Bioassay records (PubChem BioAssay)
# Cneo AK release = Cryptococcus neoformans lysis via adenylate kinase release. 360,000 tested, 0.2% active. lysis activity, % at 15 µM. C. neoformans lysis, adenylate kinase release luminescence, 4 h; normalised: neutral wells 0, clomiphene wells 100;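 active = mean lysis activity across replicates of at least 80%, whatever share of replicates individually reach that level; inactive = mean lysis activity below 80%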
#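 Material: C. neoformans cells; Schedule: 4 h static compound exposure, 37 °C, read 1 h post-reagent; Measured by: adenylate kinase release luminescence; Read-out: signal increase indicating cell lysis; Controls: Clomiphene as positive lysis control.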
# XiGFP reactiv = activators of X-chromosome reactivation in mouse fibroblasts | XiGFP mouse fibroblasts, % GFP-positive cells imaging, 3 d; cells co-treated with 5-aza-dC sensitizer; scaled so ellipticine positive control = 100% | activation, % at 7.58 µM | 360,000 tested, 0.055% active;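 active = mean normalized replicate activation at least 10% and every replicate at or above 10%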;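 note: 0% = median of on-plate neutral control wells and 100% = ellipticine 6 µM median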
#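 Assay system – SV40-immortalized XiGFP fibroblast cells, line 68-5-11 · Buffer or medium – DMEM supplemented with 5-aza-dC as sensitizing agent · Dosing – one concentration, pinned · Benchmarks – positive control ellipticine, 6 µM final · Times – 3 days compound exposure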
# ERAP1 HTS inh = inhibitors of human ERAP1 aminopeptidase; Q9NZ08; recombinant ERAP1, Leu-AMC fluorescence, 60 min; 340,000 tested, 0.15% active; inhibition, % at 10.7 µM;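 active = mean replicate inhibition of at least 30%, or all replicates individually reaching that 30% level; inactive = mean below 30% and not every replicate reaching it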;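 note: 0% = neutral control wells and 100% = L-leucinethiol positive control wells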
# SIRT5 block = inhibitors of human sirtuin-5 desuccinylase; Purified SirT5, succinyl-peptide AMC, trypsin-coupled fluorescence; inhibition, % at 15 µM; AID 652115; Q9NXA8; 330,000 tested, 1.1% active; in the data active = inhibition above about 15%
# Target sequence (Q9NXA8 whole entry, looked up): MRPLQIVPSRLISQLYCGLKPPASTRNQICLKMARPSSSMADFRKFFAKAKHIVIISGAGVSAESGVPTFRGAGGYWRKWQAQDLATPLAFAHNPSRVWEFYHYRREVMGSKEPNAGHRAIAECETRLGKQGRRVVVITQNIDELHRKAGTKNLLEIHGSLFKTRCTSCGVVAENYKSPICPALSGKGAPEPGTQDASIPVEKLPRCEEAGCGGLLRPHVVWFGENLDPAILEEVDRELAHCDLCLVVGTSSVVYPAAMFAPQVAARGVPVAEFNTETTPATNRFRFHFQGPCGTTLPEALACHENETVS
# PGC1a acetyl inh = modulators of PGC1a acetylation; U2OS PGC1a acetylation, AlphaScreen anti-acetyl-lysine; with virally co-expressed GCN5 acetyltransferase; inhibition, % at 15.6 µM; 350,000 tested, 0.17% active;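 active = every replicate shows inhibition of at least 40%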;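 note: 0% = neutral control wells and 100% = positive control wells; some results beyond the cut were filed as inactive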
# LGR2 antag = blocks bursicon-induced cAMP signaling via Drosophila LGR2 | 380,000 tested, 0.35% active | inhibition, % at 9.99 µM | HEK293 LGR2, CRE-luciferase, bursicon-stimulated, 4 h;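 active = drop in luminescence signal, shown as inhibition above about 50% in the replicate tests, limit read from the data, passing the limit was not always enough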;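 note: agonist challenge used bursicon conditioned medium at about half maximal strength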
# S100A4 inh HTS = inhibitors of human S100A4 binding to myosin IIA peptide | S100A4/TAMRA-MyoIIA peptide fluorescence polarization | inhibition, % at 10.7 µM | 360,000 tested, 0.14% active | AID 652163;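 active = mean inhibition of at least 70% across replicates, with every replicate also reaching that level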
# Target sequence (P26447 whole entry, looked up): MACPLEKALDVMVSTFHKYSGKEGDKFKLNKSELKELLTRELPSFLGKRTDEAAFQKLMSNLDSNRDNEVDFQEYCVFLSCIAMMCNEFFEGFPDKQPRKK
#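 assay system = human S100A4 monomer with TAMRA-labelled myosin IIA peptide | also added = labelled myosin peptide probe, 5 nM | incubation = 5 min between mix addition and reading | control set = DMSO and TFP controls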
# C2C12 statin = protects C2C12 myotubes from simvastatin toxicity; ATP luminescence, 48 h; scaled: DMSO 0, geranylgeraniol control 100; rescue of ATP level, % at 7.49 µM; 330,000 tested, 0.78% active; AID 602340;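 active = mean ATP rescue above about 67%, or every replicate alone reaching that limit, limit read from the data, passing the limit was not always enough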;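 note: myotubes were challenged with 10 µM simvastatin during compound exposure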
# The depositor's hits bear a star; / = not tested or not shown; & = joins results of further samples. This is a subset; the hit share may differ from the screen's.
SMILES,Cneo AK release,XiGFP reactiv,ERAP1 HTS inh,SIRT5 block,PGC1a acetyl inh,LGR2 antag,S100A4 inh HTS,C2C12 statin
CC1CCC(C(C)C)C(OCC(O)CN2CCCC(C)C2)C1 (centres undefined),/,0.0,4,2,-29,-7,-1,/
C[C@@H]1CCCCO[C@H](CN(C)CC2CCCCC2)[C@@H](C)CN([C@H](C)CO)C(=O)c2cc(NC(=O)c3ccncc3)ccc2O1,5,-0.1,-1,0,-1,-1,16,/
O=C(NC1CCCCC1)N1CC(=O)N2[C@H](C1)[C@@H](c1ccc(-c3cccnc3)cc1)[C@@H]2CO,/,0.0,-2,-2,8,-32,2,/
COc1ccc(CN(CC(=O)NCc2ccc(F)cc2)C(=O)c2ccco2)cc1,0,0.0,-1,-1,/,-2,2,4
CN(C)CCN1CCN(C(c2cc3ccccc3o2)c2nnnn2C(C)(C)C)CC1 (centres undefined),/,0.2,-2,-8,/,-8,18,/
CC(C)c1ccc(NC(=O)CN(C)C2=NS(=O)(=O)c3ccccc32)cc1,1,-0.1,0,/,5,7,15,-2
CCN(CC)c1ccc(NC(=O)C2=CC=CN3CCS(=O)(=O)N=C23)cc1,-3,-0.5,6,1,9,-6,30,-3
COc1ccc2c(c1)CCCC21NC(=O)N(CC(=O)NCc2cccs2)C1=O (centres undefined),7,-0.1,1,/,4,5,-4,-8
Cc1nnsc1C(=O)N/N=C/c1cccc(C(F)(F)F)c1,/,-0.1,-1,-2,7,10,4,/
C(=C\c1ccc2nncn2c1)/c1ccccc1,-1,-0.2,5,/,4,2,-18,1
O=C1NC(=O)N(Cc2ccccc2F)C1=O,3,0.0,2,-2,1,5,0,13
COCC(=O)N1CC2(CCN(S(C)(=O)=O)CC2)c2c(n(C)c3cc(OC)ccc23)[C@H]1CO,/,0.5,5,/,-4,-3,5,/
CCOC(=O)C(=CN=C(N)Nc1nc2ccccc2o1)C(=O)OCC,-1,0.0,4,4,-6,-9,2,-5
O=C(C[C@H]1C=C[C@@H](NC(=O)Nc2ccccc2F)[C@@H](CO)O1)NCc1ccc(-c2ccccc2)cc1,/,0.0,3,0,0,9,-10,/
Clc1ccc2c(NCc3ccccc3)ccnc2c1,2,0.2,-4,3,/,25,-4,-40
CN(C)c1ccc(/C=C2\CCC/C(=C\c3ccccc3)C2=O)cc1,-3,0.3,1,-5,/,-39,-2,/
O=C(Nc1ccc(S(=O)(=O)O)cc1)c1ccc2c(c1)S(=O)(=O)c1ccccc1C2=O,0,0.5,0,/,/,-15,3,5
O=C(c1cc(COc2ccc(F)cc2F)on1)N1CC[C@@H]2CCCC[C@H]2C1,1,0.0,-1,-3,/,13,-3,4
O=C(c1ccc(Cn2c(=S)[nH]c3ccc(Br)cc3c2=O)cc1)N1CCN(C2CCCCC2)CC1,-2,0.0,0,3,0,/,-6,4
CCOC(=O)CSc1nnc(COc2ccc3ccccc3c2)o1,-3,0.1,10,-5,-2,3,1,-2

# Overlap with the part before: 2 compounds, then new ones.
SMILES,Cneo AK release,XiGFP reactiv,ERAP1 HTS inh,SIRT5 block,PGC1a acetyl inh,LGR2 antag,S100A4 inh HTS,C2C12 statin
O=C(c1ccc(Cn2c(=S)[nH]c3ccc(Br)cc3c2=O)cc1)N1CCN(C2CCCCC2)CC1,-2,0.0,0,3,0,/,-6,4
CCOC(=O)CSc1nnc(COc2ccc3ccccc3c2)o1,-3,0.1,10,-5,-2,3,1,-2
C[C@@H]1CN([C@H](C)CO)C(=O)c2cccc(NC(=O)Nc3ccc4c(c3)OCO4)c2O[C@H]1CN(C)S(C)(=O)=O,2,0.2,0,-3,2,-16,1,/
C[C@H](CO)N1C[C@H](C)[C@H](CN(C)S(=O)(=O)c2cccc(F)c2)Oc2ncc(-c3cc4ccccc4o3)cc2C1=O,3,-0.3,0,15*,-5,17,9,3
C[C@@H]1CN([C@H](C)CO)C(=O)CCCn2nncc2CO[C@@H]1CN(C)S(=O)(=O)c1ccc(Oc2ccccc2)cc1,0&-3&-1,0.1&0.2,3&29&2,1&6&-4,-5&5&8,-12&-30,-1&45&9,-2&4&11
CCCN(C)C[C@H]1OCCCC[C@@H](C)Oc2ccc(NC(=O)Nc3ccccc3)cc2C(=O)N([C@H](C)CO)C[C@@H]1C,-1,0.2,0,5,-3,7,0,1
CNC[C@@H]1Oc2ncc(-c3cccc(C(F)(F)F)c3)cc2C(=O)N([C@H](C)CO)C[C@@H]1C,-3,0.2,1,-3,5,15,-5,8
Cc1ccc(C(=O)NCc2ccc3c(c2)OCO3)c(Cl)c1,-1,0.0,0,-4,-8,-53,-3,-1
C[C@@H]1CN([C@@H](C)CO)C(=O)c2cccc(N(C)C)c2O[C@@H]1CN(C)Cc1ccncc1,7,0.0,1,-6,1,-17,-6,-12
CCCCCCCCN1C(=O)[C@H](CC(=O)NCC2CCCCC2)C[C@@]2(C(=O)OCC)CCCC=C12,/,0.1,/,0,/,0,-1,/
OCC[C@@H]1C[C@@H](O)[C@H](O)[C@@]2(Cc3ccccc3O2)O1,1,0.0,2,-2,4,1,4,11
Cc1cc(N2CCN(Cc3cn(C)nc3-c3cccc(Cl)c3)CC2)cc(C)n1,/,0.0,-5,-4,5,22,-3,/
C[C@@H]1CN([C@@H](C)CO)C(=O)c2cc(NC(=O)CCC(F)(F)F)ccc2O[C@H]1CN(C)Cc1ccncc1,-5,0.3,/,/,3,-17,/,23
COc1ccc(NC(=O)N2CCOCC2)cc1,-4,0.0,-2,-7,-6,-6,-20,8
Cc1ccc(S(=O)(=O)Nc2ccc3c(c2)C(=O)N([C@H](C)CO)C[C@@H](C)[C@H](CN(C)C(=O)C2CCCCC2)OCCCC[C@H](C)O3)cc1,-2,0.3,3,6,1,5,-10,/
CCC(C)[C@H](NC(=O)NC1CCN(Cc2ccccc2)CC1)C(=O)OC (some centres undefined),-5,/,/,/,4,11,/,-8
C/C=C/c1ccc([C@@H]2[C@H](CO)N3CCCCN(C(=O)CN(C)C)C[C@@H]23)cc1,1,0.2,1,0,2,-11,-4,/
O=c1c2ccccc2ncn1Cc1cccc2ccccc12,/,-0.1,-2,-2,/,16,-1,/
Cc1cc(C)cc([C@H]2C[C@]34CN(Cc5ccccc5)S(=O)(=O)[C@H]3C[C@H]2O4)c1,/,0.0,-2,-1,/,-1,-4,/
CCC(=O)N1C[C@H](C)[C@H](OC)CN(C)C(=O)c2cc(NC(=O)C3CC3)ccc2OC[C@H]1C,-3,-0.1,0,-3,7,6,-34,-8
CN1CCN(C(=O)C[C@@H]2CC[C@H]3[C@@H](COC[C@@H](O)CN3Cc3cccc(Cl)c3)O2)CC1,-1,-0.1,0,-4,-6,10,0,8
Cn1nccc1NC(=O)CC1(CC(=O)O)CCCCC1,0,0.4,1,-3,-3,-8,-3,/

# The last six compounds of the part above lead into the next:
SMILES,Cneo AK release,XiGFP reactiv,ERAP1 HTS inh,SIRT5 block,PGC1a acetyl inh,LGR2 antag,S100A4 inh HTS,C2C12 statin
C/C=C/c1ccc([C@@H]2[C@H](CO)N3CCCCN(C(=O)CN(C)C)C[C@@H]23)cc1,1,0.2,1,0,2,-11,-4,/
O=c1c2ccccc2ncn1Cc1cccc2ccccc12,/,-0.1,-2,-2,/,16,-1,/
Cc1cc(C)cc([C@H]2C[C@]34CN(Cc5ccccc5)S(=O)(=O)[C@H]3C[C@H]2O4)c1,/,0.0,-2,-1,/,-1,-4,/
CCC(=O)N1C[C@H](C)[C@H](OC)CN(C)C(=O)c2cc(NC(=O)C3CC3)ccc2OC[C@H]1C,-3,-0.1,0,-3,7,6,-34,-8
CN1CCN(C(=O)C[C@@H]2CC[C@H]3[C@@H](COC[C@@H](O)CN3Cc3cccc(Cl)c3)O2)CC1,-1,-0.1,0,-4,-6,10,0,8
Cn1nccc1NC(=O)CC1(CC(=O)O)CCCCC1,0,0.4,1,-3,-3,-8,-3,/
c1ccc(N2CC3CCc4ccccc4C3=N2)cc1 (centres undefined),1,0.0,/,-1,/,/,-2,/
CCNC(=O)C[C@H]1CC[C@@H]2[C@H](COC[C@H](O)CN2Cc2ccc(Cl)c(Cl)c2)O1,47,0.0,0,-1,2,-3,3,15
CC(=O)c1ccc(S(=O)(=O)N2CCN(C(=O)c3ccc(-n4cncn4)c([N+](=O)[O-])c3)CC2)cc1,1,0.1,1,1,0,4,-1,15
CCC(=O)N(CC1CCC1)C[C@H]1[C@H](c2ccccc2)[C@@H](CO)N1C(C)=O,-1,0.0,-2,-1,-1,6,15,15
Cc1cc(C)n(NC(=S)NC2CCCCC2)c(=O)c1C#N,/,0.1,1,-5,21,/,-1,-7
CCCC(=O)Nc1ccc2c(c1)OC[C@H](C)N(S(=O)(=O)c1cn(C)cn1)C[C@@H](C)[C@@H](OC)CN(C)C2=O,-4,0.4,-5,1,-6,9,18,-1
C[C@@H]1CCCCO[C@@H](CN(C)Cc2ccccc2)[C@H](C)CN([C@H](C)CO)C(=O)c2cc(NC(=O)CCCN(C)C)ccc2O1,1,-0.1,-1,-4,-7,-13,-10,-15
COCC(=O)N(C)C[C@@H]1Oc2ncc(-c3ccccc3F)cc2C(=O)N([C@H](C)CO)C[C@H]1C,-1,-0.9,0,-4,5,-14,3,-1
CC(=O)Nc1ccc(NC(=O)CSc2nc3ccccc3o2)cc1,0,0.0,6,/,8,12,2,/
CCC(C)NC(=O)CN(c1ccc(Cl)c(Cl)c1)S(C)(=O)=O (centres undefined),-10,0.0,-3,-3,4,-25,-3,0

# Of the compounds above, these have a furan ring, fused or not:
SMILES,Cneo AK release,XiGFP reactiv,ERAP1 HTS inh,SIRT5 block,PGC1a acetyl inh,LGR2 antag,S100A4 inh HTS,C2C12 statin
COc1ccc(CN(CC(=O)NCc2ccc(F)cc2)C(=O)c2ccco2)cc1,0,0.0,-1,-1,/,-2,2,4
CN(C)CCN1CCN(C(c2cc3ccccc3o2)c2nnnn2C(C)(C)C)CC1 (centres undefined),/,0.2,-2,-8,/,-8,18,/
C[C@H](CO)N1C[C@H](C)[C@H](CN(C)S(=O)(=O)c2cccc(F)c2)Oc2ncc(-c3cc4ccccc4o3)cc2C1=O,3,-0.3,0,15*,-5,17,9,3

# Going on with the list.
SMILES,Cneo AK release,XiGFP reactiv,ERAP1 HTS inh,SIRT5 block,PGC1a acetyl inh,LGR2 antag,S100A4 inh HTS,C2C12 statin
Cc1ccc(S(=O)(=O)c2nc(-c3ccccc3Cl)oc2N2CCN(C)CC2)cc1,0,0.3,1,1,-4,-5,-3,-9
CC1CCN(c2oc(-c3ccccc3F)nc2C#N)CC1,1,0.3,/,/,6,-10,23,-2
CN1CCN(NC(=O)Nc2cc(Cl)cc(Cl)c2)CC1,-4,0.1,3,-4,/,3,3,/
C[C@H](CO)N1C[C@H](C)[C@H](CN(C)C(=O)Cc2ccccc2)Oc2cc(C#CC3(O)CCCC3)ccc2S1(=O)=O,-5,0.6,1,-1,-17,11,6,-8
